# PG9 Ab binder – PG9 antibody binding by small molecule | TR-FRET gp120-PG9 antibody binding | inhibition, % at 6.7 µM | 360,000 tested, 0.43% active | AID 624416; in the data active = inhibition above about 8.5%
# ssDAF-12 act – S. stercoralis DAF-12 activation, primary screen; HEK293 ssDAF-12/GRIP1 lit1-tk-luc reporter, luminescence; % of 3 µM dafachronic acid response; activation, % at 6.8 µM; 370,000 tested, 1% active; AID 652126;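 active = activation above the mean over all tested compounds plus 3 SD, cut at about 0.9% in these data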;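 also: 0% = DMSO-only wells and 100% = 3 µM delta7-dafachronic acid wells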
# hgDAF-12 ag – hgDAF-12 agonism, primary luciferase screen. HEK293 GAL4-hgDAF12 UAS-luciferase reporter, agonist luminescence; normalized to butyrate control. activation, % at 6.8 µM. 370,000 tested, 1.8% active. AID 687014;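 active = activation above a cutoff set at the mean of all screened compounds plus 3 SD, cut at about 10% in these data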;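 also: 0% = DMSO wells and 100% = sodium butyrate wells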
# DAX1 inh-1 – inhibitors of DAX1 repression of SF-1 activated StAR promoter | HEK293T StAR-luciferase reporter, SF-1/DAX-1 repression relief | inhibition, % at 6.8 µM | 370,000 tested, 1.1% active | AID 652010;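 active = inhibition above the mean over all tested compounds plus 3 SD, cut at about 3.6% in these data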;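 also: 0% = DAX-1 cells with DMSO and 100% = cells lacking DAX-1 with DMSO; higher inhibition means more luminescence from relief of DAX-1 repression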
# NPR1 activator – GC-A (human) enzyme activation | activation, % at 10 µM | 370,000 tested, 0.14% active | AID 1671463 | HEK293 GC-A cells, cGMP TR-FRET, EC30 ANP; 0% at EC30 ANP, 100% saturating ANP; in the data active = activation above about 40%
# Target sequence (P16066 whole entry, looked up): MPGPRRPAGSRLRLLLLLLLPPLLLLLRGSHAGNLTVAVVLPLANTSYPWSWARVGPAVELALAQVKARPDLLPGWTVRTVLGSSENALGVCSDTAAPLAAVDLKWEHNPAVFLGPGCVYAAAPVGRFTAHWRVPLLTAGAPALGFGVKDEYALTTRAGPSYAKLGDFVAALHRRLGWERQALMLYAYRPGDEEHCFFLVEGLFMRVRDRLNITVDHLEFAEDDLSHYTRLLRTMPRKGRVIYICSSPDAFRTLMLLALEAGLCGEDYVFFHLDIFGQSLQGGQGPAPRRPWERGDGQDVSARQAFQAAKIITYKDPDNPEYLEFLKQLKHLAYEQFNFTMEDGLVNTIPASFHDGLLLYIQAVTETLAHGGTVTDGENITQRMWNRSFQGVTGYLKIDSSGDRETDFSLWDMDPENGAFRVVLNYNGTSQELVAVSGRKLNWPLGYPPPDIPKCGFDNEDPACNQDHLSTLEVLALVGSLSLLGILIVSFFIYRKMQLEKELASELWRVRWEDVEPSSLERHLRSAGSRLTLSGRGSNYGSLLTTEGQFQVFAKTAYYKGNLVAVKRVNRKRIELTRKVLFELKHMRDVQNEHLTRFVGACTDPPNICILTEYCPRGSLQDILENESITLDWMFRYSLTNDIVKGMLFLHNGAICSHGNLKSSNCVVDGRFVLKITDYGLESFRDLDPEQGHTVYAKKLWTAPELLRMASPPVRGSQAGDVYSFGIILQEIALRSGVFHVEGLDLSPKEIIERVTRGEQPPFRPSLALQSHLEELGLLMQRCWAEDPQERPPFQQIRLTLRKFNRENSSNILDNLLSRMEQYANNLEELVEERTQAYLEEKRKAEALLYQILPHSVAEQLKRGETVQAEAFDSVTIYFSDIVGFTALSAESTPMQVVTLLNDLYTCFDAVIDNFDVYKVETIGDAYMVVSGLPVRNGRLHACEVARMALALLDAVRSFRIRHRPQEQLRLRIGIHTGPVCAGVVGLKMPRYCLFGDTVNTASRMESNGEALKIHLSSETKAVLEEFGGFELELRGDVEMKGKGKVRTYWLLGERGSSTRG
# SMARCA2 act – increases SMARCA2 function in MMTV reporter cells. MG213 cells, MMTV-luciferase reporter, dexamethasone, overnight. activation, % at 9.1 µM. 370,000 tested, 1% active; in the data active = activation above about 7.8%;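 also: 0% = vehicle wells and 100% = reference activator wells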
# hcDAF12 agonist – activates DAF-12 receptor from parasite H. contortus | AID 652067 | activation, % at 6.8 µM | 370,000 tested, 1.4% active | HEK293 hcDAF-12 lit1-tk-luc reporter, luminescence; 0% DMSO, 100% Δ7-dafachronic acid;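 active = activation above the mean of all tested compounds plus 3 SD, cut at about 5.5% in these data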;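 also: 100% = response to 3 µM Δ7-dafachronic acid high control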
# FXN GAA850 act – increases GAA850 frataxin promoter reporter activity | HEK293 lucGAA850 FXN promoter luciferase reporter, 24 h; percent of 10 µM SAHA response | activation, % at 6 µM | 360,000 tested, 0.56% active;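 active = activation above the average of all compounds screened plus 3 SD, cutoff fixed separately per campaign, cut at about 7.5% in these data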;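 also: 0% = DMSO wells and 100% = 10 µM SAHA wells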
# ADAM17 inh – inhibitors of human ADAM17; P78536; recombinant ADAM17, EDANS/DABCYL FRET peptide cleavage; inhibition, % at 6.95 µM; 370,000 tested, 0.83% active;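 active = inhibition above the mean of compounds lying between control limits plus 3 SD, set per campaign, cut at about 8.5% in these data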;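 also: 0% = DMSO-only wells as the low control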
# DAX1 inh-2 – inhibitors of human orphan nuclear receptor DAX1 (NR0B1); HEK293 Gal4-DAX1 luciferase reporter, luminescence; inhibition, % at 6.75 µM; 340,000 tested, 0.99% active; AID 504766;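 active = inhibition above the mean over all tested compounds plus 3 SD, cut at about 4.2% in these data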;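 also: 0% = DAX1-transfected cells with DMSO and 100% = empty-vector control cells with DMSO; inhibition shows as a rise in luminescence from relieved DAX1 repression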
# ADAM10 inh – ADAM10 inhibition, QFRET primary screen; O14672; recombinant ADAM10, EDANS/DABCYL FRET peptide cleavage, 3 h; inhibition, % at 7 µM; 370,000 tested, 0.62% active;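 active = inhibition above a per-campaign cutoff equal to the mean of compounds falling between control-based bounds plus 3 SD, cut at about 20% in these data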;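 also: 0% = DMSO wells while the 100% control is not disclosed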
# Numbers without * were called inactive; / = no result given.
# Below each compound: PG9 Ab binder	ssDAF-12 act	hgDAF-12 ag	DAX1 inh-1	NPR1 activator	SMARCA2 act	hcDAF12 agonist	FXN GAA850 act	ADAM17 inh	DAX1 inh-2	ADAM10 inh
O=C(N/N=C/C=C/c1ccccc1[N+](=O)[O-])c1cc(-c2cccnc2)nc2ccccc12
  -6.0	0.0	-0.3	-0.4	5.5	-2.3	2.7	-0.7	0.1	-0.8	7.1
CN1CCN(/N=C/c2ccc(OCc3ccccc3)cc2)CC1
  1.4	0.2	8.0	0.3	2.9	4.4	3.4	1.4	-4.2	6.0*	-7.0
CCOC(=O)C1CCCN(C(=O)CCCn2nc(C)n3c(cc4sccc43)c2=O)C1 (configuration not stated)
  -1.8	-1.0	-1.5	-0.6	-1.7	0.8	1.5	1.1	-1.4	-0.3	3.9
O=S(=O)(Nc1ccc(-c2ccc3nncn3n2)cc1)c1cc(F)ccc1F
  0.1	-1.0	-0.7	-0.4	3.6	0.4	0.3	2.6	0.4	-0.6	5.1
Cc1ccc(C(=O)NCc2ccc3c(c2)OCO3)cc1
  -1.4	-0.9	1.7	0.1	2.6	-0.4	0.8	2.5	-3.1	1.3	-7.1
COc1ccc(-c2cc(NC(=O)Cc3c[nH]c4ccccc34)ccc2Nc2cccnc2)c(OC)c1
  -1.7	-0.8	-1.7	-1.2	2.9	-0.7	0.6	/	3.4	/	9.5
CC(C)[C@H](NC(=O)C1CCN(S(=O)(=O)c2ccccc2)CC1)C(=O)NCc1ccncc1
  -2.2	-0.6	-1.6	-0.2	3.4	-2.9	2.5	2.0	2.9	-0.1	-8.9
CC(C)c1ccccc1NC(=O)COC(=O)/C=C/c1cccc([N+](=O)[O-])c1
  -0.5	-1.4	-0.3	-0.1	-4.6	-2.6	-0.5	1.4	-2.9	0.1	-6.4
COC(=O)Cc1ccc(NC(=S)NN2CCOCC2)cc1
  -1.8	-0.7	-2.2	-0.4	2.9	-3.0	-1.0	1.3	1.9	-0.2	5.8
O=C(Nc1ccc(F)cc1)C(c1cccc(F)c1)N1CCN(c2ccncc2)CC1 (configuration not stated)
  0.3	-1.1	4.3	0.3	0.6	1.7	-0.6	/	-2.2	/	-0.9
COc1ccc(CNS(=O)(=O)c2ccc3c(c2)CCN3C(=O)C2CCC2)cc1
  0.2	-0.1	0.6	-1.9	-1.0	-2.3	0.3	2.2	2.0	-0.1	0.3
O=C1CSC(c2ccc(Cl)cc2)N1C1CCCCC1 (configuration not stated)
  -0.1	-0.5	-0.8	-0.2	-19.0	-0.3	-1.7	1.0	-4.4	0.0	-0.1
CSc1nc(N)nc(C2CC2)n1
  -0.1	-1.1	-1.3	-0.2	1.4	-3.9	1.0	2.7	-6.0	4.8*	-0.1
Cc1nnsc1C(=O)NNC(=O)c1cccc2ccccc12
  1.9	-1.3	-1.4	-0.3	-1.9	-4.5	-1.1	1.7	-3.8	2.2	-2.0
CCC1SC(CC)C(=O)N(CC(=O)Nc2ccc3c(c2)OCO3)C1=O (configuration not stated)
  -0.5	-1.2	-0.9	-0.5	-0.2	-1.9	4.0	2.1	-2.2	2.4	-10.8
CCCC(=O)Nc1ccccc1NC(=O)c1ccc(OCC)c(OCC)c1
  -4.5	-0.1	0.0	0.1	8.7	-3.6	0.1	4.2	-1.4	-1.1	-7.9
O=C(Nc1cccc(S(=O)(=O)N2CCCCC2)c1)C1CC(=O)N(c2ccc3c(c2)OCCO3)C1 (configuration not stated)
  -0.5	-1.8	-2.6	-4.7	-4.5	-1.7	-3.0	-3.0	1.9	-0.9	6.2
C#CCOCCOCCOCCNc1nc(N2CCN(C(=O)C(Cc3cc4ccccc4[nH]3)n3cc(C(N)Cc4ccc(O)cc4)nn3)CC2)nc(N2CCN(C(=O)C(CCC(=O)O)n3cc(C(N)C(C)CC)nn3)CC2)n1 (configuration not stated)
  -0.5	-0.5	1.4	0.3	3.0	0.2	3.2	1.1	-3.5	0.4	2.4
COc1ccccc1C(=O)NCC(=O)N1CC=C(c2ccccc2)CC1
  -1.1	-1.5	-1.8	0.1	-2.1	-2.3	0.8	-0.9	1.5	-0.1	7.1
O=C(COC(=O)C1CC(=O)N(Cc2ccco2)C1)c1ccc(OC(=O)c2ccccc2)cc1 (configuration not stated)
  2.3	-0.2	1.0	-0.7	1.9	2.9	-0.4	3.7	-0.9	-1.6	-1.8
CCOc1ccc(-c2cc(C(=O)NN3CCN(C)CC3)c3cc(Cl)ccc3n2)cc1
  -1.5	-0.6	2.8	0.2	4.0	2.3	-0.1	/	-104.7	/	-307.2
CCOc1ccc2oc(C(=O)Nc3ccc4c(c3)OCO4)c(C)c2c1
  -1.8	-0.1	11.1*	1.2	0.5	4.2	2.6	4.3	-3.7	0.4	-7.4
CCOC(=O)c1cc(-c2cccnc2)nn1-c1ccccc1
  -4.3	-0.9	-0.5	0.2	4.6	-1.2	0.2	2.5	0.9	-0.5	-2.8
O=C(NCc1ccccc1)C(=O)NCC1OCCN1C(=O)c1cccs1 (configuration not stated)
  -4.1	-1.3	1.3	-0.3	0.2	0.1	1.1	-0.9	2.0	0.6	-1.6
CC12CC3CC(C)(C1)CC(CN)(C3)C2
  0.8	-1.5	-0.6	-0.3	-0.3	-1.0	0.3	0.6	-5.9	2.6	-11.7
CCOc1ccc(C(CC(=O)O)NC(=O)Cc2ccc(Cl)cc2)cc1 (configuration not stated)
  1.3	-1.4	2.5	0.3	0.3	-0.6	0.2	1.4	-2.7	1.1	1.8
NC(=O)c1ccccc1NC(=O)c1cccc(C(=O)Nc2ccccc2C(N)=O)n1
  -0.5	-1.4	0.2	0.1	5.9	-2.6	-1.0	0.5	-16.9	/	-40.6
Nc1c(C(=O)Nc2ccc3c(c2)OCCO3)nnn1Cc1cccc(Cl)c1
  -2.5	-0.6	2.6	5.2*	0.8	6.9	2.1	1.1	3.7	0.4	14.3
COc1ccc(OC)c(N(CC(=O)N2CCCC2)S(=O)(=O)c2ccccc2)c1
  0.4	-0.8	-3.5	-0.1	-15.7	-2.2	-1.2	3.6	-3.7	-1.5	1.6
CCOC(=O)CSc1nnc(NC(=O)CN2CCCCC2)s1
  -1.1	-1.2	-2.5	0.1	1.8	-3.0	-3.1	0.1	-3.6	0.6	-4.0
O=C(O)CC(c1ccc(Cl)cc1)n1cccc1 (configuration not stated)
  -1.4	-1.2	1.1	0.3	4.0	-1.4	0.3	-0.4	-4.7	0.1	3.6
O=C(CCN1C(=O)c2ccccc2S1(=O)=O)Nc1ccc(C(=O)O)cc1
  0.7	-0.9	-1.0	0.3	8.8	-3.7	0.8	-1.1	-5.4	0.4	-8.1
CC1CC(C)CN(C(=O)C2CCN(S(=O)(=O)c3c(Cl)cccc3Cl)CC2)C1 (configuration not stated)
  -4.4	-1.0	1.0	0.8	2.1	-1.2	-1.7	0.4	-0.4	0.1	-9.7
COc1ccc(N2C(=O)S[C@@H]3CS(=O)(=O)C[C@@H]32)cc1
  -0.4	-1.2	-2.9	0.1	3.9	-4.2	-2.2	-0.1	3.9	0.1	-0.6
Cc1sc2ncnc(N3CCC(C(=O)NNC(=O)c4ccc(F)cc4)CC3)c2c1C
  0.1	-1.3	-1.7	-3.6	0.4	-1.7	-1.7	-0.9	-7.7	-1.6	-10.7
COc1ccc(NC(=O)Cn2nnc(C(=O)NCc3cccs3)c2N)cc1Cl
  2.8	-0.8	-0.4	-0.2	2.9	-1.3	-0.8	-0.4	-3.9	1.3	-5.5
O=C(CCN1C(=O)COc2ccccc21)NCCCN1CCN(c2ccc(F)cc2)CC1
  -2.4	-1.6	2.6	-0.3	-2.3	1.5	-0.8	-1.5	-2.7	-1.2	-1.1
COc1ccc(C(=O)Nc2ccc(OCc3ccccc3)cc2)cc1[N+](=O)[O-]
  -1.0	-1.2	-0.3	0.3	-5.7	1.1	1.6	-1.7	-0.8	2.1	7.0
Cc1cc(C)n2c(SCC(O)=C(C#N)c3nc4ccccc4[nH]3)nnc2n1
  -1.5	-1.4	-0.7	-0.1	-0.9	-1.4	1.0	2.3	-7.4	0.0	-14.7
CN(CC(=O)Nc1ccccc1C(F)(F)F)C(=O)CC1OC(=O)c2ccccc21 (configuration not stated)
  -1.1	-0.4	-0.3	3.5	0.5	-0.5	4.6	1.5	-0.8	1.1	3.9
CC(=O)Oc1ccc(-c2nc3ccccc3c(=O)o2)cc1
  -0.1	-1.1	-0.7	0.5	0.9	0.9	-0.6	-0.6	-4.9	1.0	-7.7
O=C(CCN1C(=O)c2ccccc2C1=O)N(CCO)Cc1ccccc1
  -0.2	-1.4	3.7	0.2	-1.0	3.4	-1.0	0.3	-4.3	-0.8	5.6
CC1SCC(=O)N(CC(=O)NC2CCCCC2)C1=O (configuration not stated)
  -0.6	-1.2	1.4	0.1	0.7	0.3	-0.6	2.7	-3.3	0.7	5.7
CC(/C=C/c1cccc([N+](=O)[O-])c1)=N\NC(=O)c1ccncc1
  -0.8	-1.1	0.9	-1.2	-5.5	-3.7	-2.2	2.7	-3.8	-1.5	-16.7
Cc1cc(C)c(NC(=O)COC(=O)c2nc3nccc(C)n3n2)c(Cl)c1
  -0.3	-0.8	0.4	-2.1	-1.9	-1.1	-1.0	-0.5	-2.1	-0.4	-8.8
N#Cc1csc(CCNC(=O)c2ccccc2)n1
  -2.1	-0.6	0.7	-0.3	2.1	4.6	0.9	-0.3	-3.4	1.3	-15.2
CCc1cccc(N=c2c([N+](=O)[O-])nn(-c3ccc(Cl)cc3)n2O)c1
  -0.6	-2.0	-0.2	-1.6	6.9	-3.5	-0.7	0.8	-0.3	-1.8	-2.0
N=c1n(CCO)c2ccccc2n1CCOc1ccc(Cl)cc1Cl
  -1.6	-0.5	0.3	0.0	-3.0	-2.0	-1.6	-0.1	-0.1	-0.3	-1.9
COC(=O)[C@@H]1C[C@@H]2CC[C@@H](O)C[C@@H]2N1Cc1ccc(C(F)(F)F)cc1
  1.3	-0.9	0.9	-0.1	-2.2	-1.6	-1.7	0.7	-3.5	-0.6	-7.0
CN(c1ccccc1C(=O)Nc1ccc(S(=O)(=O)N2CCCCC2)cc1)S(C)(=O)=O
  1.0	-1.7	-1.1	-0.1	4.4	-1.7	-2.4	-5.1	-6.3	0.8	2.1
CC(C)C[C@H]1CNC(=O)C(=O)N1CC1CCN(CCC(C)(C)C)CC1
  -0.6	-1.0	-1.5	2.1	5.0	0.5	0.1	1.5	1.2	-0.1	-9.9
CCc1cccc(C)c1N=Cc1c(O)c2ccccc2oc1=O
  -0.1	-0.9	-1.9	0.1	2.0	-1.6	-1.9	-1.0	1.7	0.1	3.1
CCOc1cc(N2CCOCC2)c(OCC)cc1NC(=O)c1ccc(S(=O)(=O)N(C)C)cc1
  2.5	-0.6	-1.7	0.8	0.6	-4.2	-1.4	1.2	-9.1	2.4	-2.4
Cc1c(CCC(=O)N[C@@H](C)C(=O)O)c(=O)oc2c(C)c3oc4c(c3cc12)CCCC4
  0.8	-1.7	-5.5	-0.4	4.0	-5.6	-4.2	-3.2	-92.7	-0.3	-218.4
COC(=O)C(CC(C(=O)OC)C(=O)OC)C(=O)OC
  0.9	-1.1	0.7	0.8	5.7	1.2	-0.3	0.9	-0.8	-0.6	-3.3

# This is a random part of the collection; any-hit rate near 6.8%.
